From PubChem BioAssay
GalR3 antagonist: blocks the human galanin receptor 3; HEK293 GalR3-CNG cAMP membrane potential fluorescence; galR3 body fused to GalR1 C-terminus; O60755; inhibition, % at 3 µM; actives 0.44% (n = 360,000);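 active = inhibition above the screen-wide average plus 3 SD, cut at about 13% in these data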;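 also: forskolin and galanin both at EC90 stimulate the cells; cAMP rise reported by CNG channel membrane potential dye signal; 0% = forskolin plus galanin with DMSO and 100% = forskolin alone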
Target sequence (O60755 1-299 limits assumed): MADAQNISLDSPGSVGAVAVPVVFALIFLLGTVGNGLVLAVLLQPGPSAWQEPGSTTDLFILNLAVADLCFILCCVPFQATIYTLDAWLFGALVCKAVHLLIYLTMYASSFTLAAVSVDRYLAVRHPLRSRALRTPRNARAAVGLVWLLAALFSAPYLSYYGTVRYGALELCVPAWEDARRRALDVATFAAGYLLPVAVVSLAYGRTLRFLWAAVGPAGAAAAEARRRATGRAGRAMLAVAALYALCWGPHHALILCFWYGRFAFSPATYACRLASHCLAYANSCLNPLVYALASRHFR
The depositor's hits bear a star.

GalR3 antagonist	Compound
-6	COc1ccc(N=C2C=CC(=O)O2)cc1
-3	CSCCNC(=O)C1(C)CCN1C(=O)CCc1ccccc1 (stereo unspecified)
-3	CN1CCN(c2ncnc3c2ncn3[C@H]2CN(Cc3ccc4c(c3)OCO4)C[C@@H](CO)O2)CC1
-3	CN(Cc1ccccc1)C(=O)Cn1nnc(-c2ccccc2)c1COc1ccccc1
-8	Cc1ccc(N2C(=O)N(CC(=O)N3CCc4ccccc43)C(=O)C2C)cc1 (stereo unspecified)
-1	CCc1nc2ccc(C(=O)Nc3cccc(NS(C)(=O)=O)c3)cn2c1N(CCC(C)C)CCN(C)C
1	CCOC(=O)Cn1cc(Cn2c3ccccc3c(=O)n2C(C)C)nn1
-6	Cn1c(N)c(C(=O)CN2CCN(S(=O)(=O)c3ccccc3C#N)CC2)c(=O)n(C)c1=O
-10	CN1CCN(c2ccc(CNC(=O)C3(C)Cc4c(-c5ccccc5)ccnc4O3)cc2)CC1 (stereo unspecified)
-4	COc1cc(Cn2c3ccc(NC(=O)CCc4ccccc4)cc3c(=O)n2C)ccc1F
-5	O=C1Nc2c(Cl)cc(Cl)cc2C12Nc1ccccc1S2 (stereo unspecified)
-2	COc1ccccc1C(=O)N1CCN(C(=O)[C@H]2O[C@@H](n3ccc(N)nc3=O)[C@H](O)[C@@H]2O)CC1
-5	COC(=O)C1=CN(c2cccc(OCc3ccccc3)c2)C(N)=C(C#N)C1c1ccc(-c2ccccc2)cc1 (stereo unspecified)
-8	CC(C)(C)N1C(=O)c2ccccc2NC(=O)C1C(=O)NCCc1ccccc1 (stereo unspecified)
-6	O=C1[C@@H](Oc2ccccc2)[C@@H](c2ccccc2)N1c1ccccc1
-5	COc1ccc(CNC(=O)C2CCN(S(=O)(=O)c3ccc4nc5c(c(C(=O)O)c4c3)CCCC5)CC2)cc1
-8	Nc1cc2ccccc2cc1NS(=O)(=O)N1CCCCC1
-7	CCc1nc2c(OCCC3CCCCC3)cccn2c1N(C)C(=O)c1ccccc1F
0	CC(O)(c1cccs1)C(C(=O)O)c1ccccc1 (stereo unspecified)
-8	CCCCC1Cc2[nH]c(=S)[nH]c(=O)c2C(c2ccc(F)cc2)O1 (stereo unspecified)
-5	COc1ccc(NC(=O)C2c3ccccc3OCC(=O)N2CC(F)(F)F)cc1 (stereo unspecified)
-6	F[B-](F)(F)c1cc2ccccc2s1
2	O=C1NC(c2cccc3ccccc23)Nc2ccccc21 (stereo unspecified)
-9	O=C(C1CC1)N1CCc2cc(Br)c(S(=O)(=O)N3CCCCCC3)cc21
-8	CCCCCCCCN1C(=O)[C@H](CC(=O)N2CCN(C(=O)OCC)CC2)C[C@@]2(C(=O)OC)CC(C)(C)CC=C12
-7	COc1ccc([C@H]2C[C@H](n3cc(COC(=O)c4ccccc4)nn3)[C@@H](O)CN2CC2CCCCC2)cc1
12	O=S(=O)(c1cc(C(F)(F)F)ccc1Cl)N1CCN(c2ncnc3ccccc23)CC1
-5	CN(C)c1ccc(NC(=S)Nc2ccc3c(c2)c(=O)n(C)n3-c2ccc(C(C)(C)C)cc2)cc1
-6	COc1cc(CNC(=O)Nc2nc(C(N)Cc3ccc(Cl)cc3)cs2)cc(OC)c1OC (stereo unspecified)
-7	Cc1cc(N2CCN(C(C(=O)NC3CCCC3)c3ccc(-c4ccccc4)cc3)CC2)c2ccccc2n1 (stereo unspecified)
-7	CC1(C(=O)Nc2ccc(Cl)c(Cl)c2)CCN1C(=O)Cc1cccc2ccccc12 (stereo unspecified)
-4	CC1=C(C#N)C(=O)NC1(C)O (stereo unspecified)
-7	CCC(Sc1nc2ccsc2c(=O)n1Cc1ccc(C(=O)O)cc1)C(=O)Nc1ccc(Cl)cc1 (stereo unspecified)
-3	COc1ccc(C)cc1N1CC(C(=O)OCc2nc(N)nc(Nc3ccccc3C)n2)CC1=O (stereo unspecified)
-4	CNC[C@@H]1OCc2ccccc2-c2c(n(C)c3ccccc23)C(=O)N([C@@H](C)CO)C[C@@H]1C
-5	O=C1c2c(-c3ccc(Br)cc3)noc2CCN1Cc1cn(Cc2cccnc2)nn1
-1	COCCCn1cc(CN2CC(N3CCN(CCN(C)C)CC3)CS2(=O)=O)nn1 (stereo unspecified)
-3	O=C(COC(=O)c1ccc[nH]c1=O)Nc1cc(S(=O)(=O)N2CCCCCC2)ccc1Cl
-8	CNc1cncc(-c2cccc(O)c2)n1
-7	CC1=C(C(=O)N(C(C)C)C(C)C)CC(CC(=O)NC(c2ccccc2)c2ccccc2)C(=O)N1CCCN1CCCC1=O (stereo unspecified)
-5	Cc1c(NC(=O)c2nn(CC(C)C)c(=O)c3ccccc23)c(=O)n(-c2ccccc2)n1C
-2	Cc1cc(OCc2cc(C(=O)NC(C)c3cnn(C)c3)no2)cc(C)c1Cl (stereo unspecified)
-5	O=C(Nc1ccccn1)C(c1ccccc1)c1ccccc1
-3	CCOC(=O)c1c(CC(C)C)csc1NC(=O)COC(=O)c1ccc(O)cc1
1	Cc1cc(C)n2nc(SC(C)C(=O)N3CCCC3)nc2n1 (stereo unspecified)
-3	Cc1ccc2nc(-c3ccco3)c(Cc3cccc(F)c3)n2c1
-7	C=CCCC(=O)N1C[C@H]2CON(C)[C@H]2C[C@H]1c1cccc(Nc2ccccc2)c1
-1	COc1ccc(CCN2CC(C(=O)N(C)CC(=O)Nc3ccc(Cl)c(C(F)(F)F)c3)CC2=O)cc1OC (stereo unspecified)
-5	CN(C(=O)c1cccc(NC(=O)Cc2ccc(NC(=O)C3CCCN(C(=O)C4CCCC4)C3)cc2)c1)C1CCCCC1 (stereo unspecified)
-3	CC1(C)Oc2c(ccc(O)c2CN2CCOCC2)C2=C1CCCC2

Next part
GalR3 antagonist	Compound
-6	O=C(NC1CCCC1)C1c2ccccc2OCC(=O)N1CC(F)(F)F (stereo unspecified)
-7	Cc1cccc(Cl)c1NC(=O)NCCCN1CCCCC1C (stereo unspecified)
-7	Cc1ccsc1C(=O)OCC(=O)NCc1cccs1
-7	CCOC(=O)C1(C)Oc2ccccc2C(c2ccc(OC)cc2)=C1C(=O)OC (stereo unspecified)
-7	Cc1ccc([C@H]2N[C@]3(CCCN(Cc4ccc(C(F)(F)F)cc4)C3=O)[C@H]3C(=O)N(Cc4ccccc4)C(=O)[C@@H]23)cc1
-4	C[C@H]1CN([C@@H](C)CO)C(=O)CCCn2nncc2CO[C@@H]1CN(C)Cc1ccc2c(c1)OCO2
-7	Cc1ccc(C(=O)N(CC(=O)NC2CCCC2)c2ccccc2F)s1
-6	C[C@@H]1CN(S(=O)(=O)C(C)(C)C)[C@@H](CCO)/C1=C\CCO
4	C=CCN(CC=C)Cc1cc(=O)oc2ccc3ccccc3c12
-7	CCCCNC(=O)c1nc(C2CCN(S(=O)(=O)c3c(F)cccc3F)CC2)oc1-c1ccccc1
-2	COc1cc2c(cc1OC)CN(C(=O)c1ccc(OC)c(S(=O)(=O)N3CCCC3)c1)CC2
-4	CC(O)(c1cccc(F)c1)c1nc(-c2ccoc2)cs1 (stereo unspecified)
-2	COc1ccc2ccccc2c1C=NN1CCCCC1
-7	COc1ccc([C@H]2C[C@H](O)[C@@H](n3cc(C4CC4)nn3)CN2CC2CCCCC2)cc1
-8	Cc1ccc2nc3n(c(=O)c2c1)-c1cc2ccccc2cc1C(=O)NC3Cc1ccc(O)cc1 (stereo unspecified)
-9	Cc1cc(C(=O)COc2ccc(Br)cc2F)c(C)n1CC1CCCO1 (stereo unspecified)
-3	O=C1CC(c2ccccc2)CC2=C1C1(CCCC1)N=C(Nc1nc3ccccc3o1)N2 (stereo unspecified)
-9	CC[C@]12c3[nH]c4cc(-c5ccco5)ccc4c3CCN1C(=O)[C@@H](CC(=O)NCC13CC4CC(CC(C4)C1)C3)C[C@@H]2C(=O)N1CCN(C(=O)c2ccco2)CC1
-3	CCC[C@H]1CN(c2ccc(OC)cc2)C(=O)[C@@H]1CC(=O)NC
-3	COC(=O)C[C@@H]1C=C[C@@H](NC(=O)Nc2cccc(F)c2)[C@@H](CO)O1
-6	COCC(=O)OC1CCn2c1nc1c2C(=O)C(C)=C(NC(C)=O)C1=O (stereo unspecified)
2	Cn1c(=O)oc2ccc(S(=O)(=O)Nc3ccc(Cl)cc3[N+](=O)[O-])cc21
-7	O=C(NCCN1CCC(n2c(=O)[nH]c3ccccc32)CC1)c1ccncc1
2	OC[C@@H]1CN(Cc2ccco2)C[C@H](n2cnc3c(Nc4ccccc4)ncnc32)O1
-5	CN1C[C@@H]2[C@@H]3C(=O)N(C)C(=O)[C@@H]3[C@](C)(C1=O)N2C(=O)c1ccc(C(F)(F)F)cc1

3 compounds already listed, ordered by their value in GalR3 antagonist, lowest first:
GalR3 antagonist	Compound
-9	O=C(C1CC1)N1CCc2cc(Br)c(S(=O)(=O)N3CCCCCC3)cc21
-7	CCOC(=O)C1(C)Oc2ccccc2C(c2ccc(OC)cc2)=C1C(=O)OC (stereo unspecified)
-3	CCC[C@H]1CN(c2ccc(OC)cc2)C(=O)[C@@H]1CC(=O)NC

Single values from the entries so far:
CC[C@]12c3[nH]c4cc(-c5ccco5)ccc4c3CCN1C(=O)[C@@H](CC(=O)NCC13CC4CC(CC(C4)C1)C3)C[C@@H]2C(=O)N1CCN(C(=O)c2ccco2)CC1 | GalR3 antagonist: -9
Cc1ccc([C@H]2N[C@]3(CCCN(Cc4ccc(C(F)(F)F)cc4)C3=O)[C@H]3C(=O)N(Cc4ccccc4)C(=O)[C@@H]23)cc1 | GalR3 antagonist: -7
CC(O)(c1cccc(F)c1)c1nc(-c2ccoc2)cs1 (stereo unspecified) | GalR3 antagonist: -4
Cc1ccc(C(=O)N(CC(=O)NC2CCCC2)c2ccccc2F)s1 | GalR3 antagonist: -7

Next section:
GalR3 antagonist	Compound
-3	COc1ccc(CNC(=O)C(C)OC(=O)Cn2cnc3c2c(=O)n(C)c(=O)n3C)cc1 (stereo unspecified)
-4	O=C(OCC(=O)N1CCNC1=O)c1ccccc1Cl
1	CC1(C)C(=O)C=CC(=O)C(C)(C)C(=O)C=CC(=O)C(C)(C)C2=CC=C(O2)C(C)(C)C(=O)C=CC1=O
-6	O=C(C(=O)N1CCN(c2ccccc2)CC1)c1ccc2c(c1)OCO2
-7	Fc1ccc(-c2ccc3nccn3c2)cc1Cl
-2	Cc1ccc(S(=O)(=O)N2C[C@H]3C(=O)C[C@@H](c4ccccc4F)N(S(=O)(=O)c4ccc(C)cc4)[C@H]3C[C@H]2c2cccc3ccccc23)cc1
-3	O=C1Nc2ccccc2-n2nnnc2C1N1CCc2ccccc2C1 (stereo unspecified)
-7	COc1ccccc1C(O)(c1ccccc1)c1ccccc1OC
-4	Cc1ccc2c(CSc3nc4ccccc4c(=O)n3CCCO)cc(=O)oc2c1
-4	COc1ccc(-c2c(C(=O)c3ccccc3)[nH]c(N)c2C(=O)NCc2ccccc2)cc1OC
-8	COc1ccc(NC(=O)C2Cc3c(-c4ccccc4Oc4ccccc4)ccnc3O2)cn1 (stereo unspecified)
-4	O=C1c2ccccc2C(=O)N1C1C=CC=CC=C1
3	COc1c2c(c(OC)c3c1c(=O)c1ccccc1n3C)OCO2
-6	C[C@H]1CN([C@@H](C)CO)S(=O)(=O)c2ccc(Br)cc2O[C@H]1CN(C)C(=O)C1CCC1
0	Cc1ccc(S(=O)(=O)N2CCN(C(=O)CCNC(=O)c3ccccc3Cl)CC2)cc1
-4	C[C@@H]1CN([C@H](C)CO)C(=O)CCCn2nncc2CO[C@@H]1CN(C)C(=O)c1ccc(N2CCN(C)CC2)cc1
-9	COCCc1ccc(OC2(C)CCN(Cc3ccc(OC)c4ccccc34)C2)cc1 (stereo unspecified)
1	Cc1cc(NC(=O)CSCC(=O)Nc2cc(C(F)(F)F)ccc2N2CCCCC2)no1
-1	CCC(C)(C)C1CCC2(CC1)NC(=O)N(CC(=O)N(C)CCOc1ccc(Cl)cc1)C2=O (stereo unspecified)
-3	CC1(C)C(=O)Nc2ccccc2N1C(=O)COC(=O)c1ccc(NC(N)=O)cc1
-4	CN1CCOC1c1ccc(C2OCCN2C)cc1 (stereo unspecified)
-8	CC(NC(=O)C1CCN(CCOc2ccc(Cl)cc2)CC1)c1cccc2ccccc12 (stereo unspecified)
-5	COc1cccc(C(C)(O)c2nc(-c3cncnc3)cs2)c1 (stereo unspecified)
1	COc1ccccc1C(=O)OCC(=O)Nc1cccc(S(=O)(=O)N2CCCC2)c1
-4	O=C1NC(Cc2ccc(O)cc2)c2nc3cc(Cl)ccc3c(=O)n2-c2ncccc21 (stereo unspecified)

For reference, some entries already given.
GalR3 antagonist	Compound
-3	CC1(C)C(=O)Nc2ccccc2N1C(=O)COC(=O)c1ccc(NC(N)=O)cc1
-4	CN1CCOC1c1ccc(C2OCCN2C)cc1 (stereo unspecified)
-8	CC(NC(=O)C1CCN(CCOc2ccc(Cl)cc2)CC1)c1cccc2ccccc12 (stereo unspecified)
-5	COc1cccc(C(C)(O)c2nc(-c3cncnc3)cs2)c1 (stereo unspecified)
1	COc1ccccc1C(=O)OCC(=O)Nc1cccc(S(=O)(=O)N2CCCC2)c1
-4	O=C1NC(Cc2ccc(O)cc2)c2nc3cc(Cl)ccc3c(=O)n2-c2ncccc21 (stereo unspecified)

Back to the main list, repeating the three entries before the break.
GalR3 antagonist	Compound
-5	COc1cccc(C(C)(O)c2nc(-c3cncnc3)cs2)c1 (stereo unspecified)
1	COc1ccccc1C(=O)OCC(=O)Nc1cccc(S(=O)(=O)N2CCCC2)c1
-4	O=C1NC(Cc2ccc(O)cc2)c2nc3cc(Cl)ccc3c(=O)n2-c2ncccc21 (stereo unspecified)
-6	Cc1ccc2nc(N(CCN(C)C)C(=O)C3CCN(S(=O)(=O)c4cccs4)CC3)sc2c1
-6	COc1cc(/C=C/C(=O)Nc2ccc(S(=O)(=O)Nc3ncccn3)cc2)ccc1OCC#N
-2	NC(=O)C1CCN(CC(=O)Nc2ccc3c(c2)OCO3)CC1
-1	Cc1ccccc1Nc1nnc(SCC(=O)c2c(N)n(C3CC3)c(=O)[nH]c2=O)s1
-5	O=C(NOCc1ccccc1)c1cccc([N+](=O)[O-])c1
-4	Cn1cc(-c2ccc3c(c2)OCO3)c2ccccc21
-7	CNc1ccc2ncc(-c3ccc(OC)c(OC)c3)n2n1
-5	CCCCCCCCNCCS(=O)(=O)NCCCCCCCC
5	OCCNc1ncnc2c1ncn2[C@H]1CN(Cc2ccc(Cl)cc2)C[C@@H](CO)O1
-6	CC1(Cc2ccc(Cl)s2)C(=O)Nc2c(Cl)ccc(Cl)c21 (stereo unspecified)

The list is partial. The share of hits here may be higher or lower than overall.
